Assay outcomes from PubChem.
CHO-K1 Ca antag: M1 antagonist counterscreen hit in parental CHO-K1 cells; ATP-induced calcium, Fluo-8 fluorescence; inhibition, % at 3 µM; actives 0.6% (n = 360,000); AID 602250;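 active = inhibition above a per-plate cutoff, the plate's mean sample inhibition plus 3 SD, cut at about 24% in these data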;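 note: 0% = DMSO plus EC80 ATP and 100% = DMSO alone without ATP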
M1 PAM parental: nonselective calcium activators in parental CHO-K1 cells, primary screen, counter-screen for M1 PAM project, cell-based, Fluo-8 calcium fluorescence, full deck, 1536-well. ATP EC20; 0% at ATP EC20, 100% at ATP max. activation, % at 3 µM. actives 0.02% (n = 360,000);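 active = activation above the run cutoff, the mean activation of all test compounds plus 3 SD, cut at about 40% in these data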;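 note: peak over basal fluorescence ratio in a 140 s read after ATP addition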
TAAR1 agonist: human TAAR1 agonists, primary screen, Fluo-8 calcium fluorescence, CHO RD-HGA16 cells | Trace amine-associated receptor 1 (Homo sapiens), Q96RJ0 | vehicle wells 0%, saturating PEA agonist 100% | activation, % at 3 µM | actives 0.99% (n = 360,000) | AID 624467, 2012;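 active = activation above the mean activation of all test compounds in the run plus 3 SD, cut at about 38% in these data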
Target sequence (Q96RJ0 whole entry, looked up): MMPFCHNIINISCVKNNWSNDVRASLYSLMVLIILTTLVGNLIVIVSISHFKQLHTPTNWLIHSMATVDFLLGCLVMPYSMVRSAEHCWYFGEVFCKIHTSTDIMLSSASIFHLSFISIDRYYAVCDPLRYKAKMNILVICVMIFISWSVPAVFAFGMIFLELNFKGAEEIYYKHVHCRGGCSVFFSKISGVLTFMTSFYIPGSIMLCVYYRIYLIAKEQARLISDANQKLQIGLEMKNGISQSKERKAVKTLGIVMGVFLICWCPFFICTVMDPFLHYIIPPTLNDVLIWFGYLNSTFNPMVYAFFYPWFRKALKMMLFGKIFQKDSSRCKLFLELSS
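Assay system – CHO-derived RD-HGA16 cells with stable Gα16 and human TAAR1 · Compound dosing – one-point dosing at 3 µM (nominal) · Incubation – 17-24 h seeding, 75 min 37 °C dye, 30 min RT · Measured by – kinetic Fluo-8 calcium fluorescence · Control set – DMSO vehicle as 0%, PEA at EC100 as 100% · Repeats – single well for each compound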
CHO parental Ca: ATP-evoked calcium signal inhibitors, parental CHO, primary screen, counter-screen for OX1R antagonist project, cell-based, fluorescence, Fluo-8 calcium dye; parental CHO-K1, ATP-induced calcium, Fluo-8 fluorescence; inhibition, % at 5.6 µM; actives 0.63% (n = 330,000);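 active = inhibition above that plate's mean sample inhibition plus 3 SD, cut at about 26% in these data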;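 note: 0% = ATP-challenged DMSO wells and 100% = DMSO wells without ATP; some compounds past the cut are filed as inactive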
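Assay system – parental CHO cells · Reagent – ATP stimulus · Detection – intracellular calcium via Fluo-8 no-wash fluorescent dye · Evaluation – percent inhibition of ATP-evoked calcium rise, normalized to controls · Controls – ATP wells versus no-ATP DMSO wells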
OXTR potentiate: human OXTR potentiators, primary screen, fluorescence, CHO-OTR cells, Fluo-8 calcium; AID 2445, 2010; Oxytocin receptor (Homo sapiens), P30559; activation, % at 3 µM; actives 0.061% (n = 320,000); Fluo-8 calcium fluorescence, potentiator mode; 0% = oxytocin EC15, 100% = EC100;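 active = activation above that plate's cutoff, the mean activation of tested compounds plus 3 SD, cut at about 6.6% in these data, passing the limit was not always enough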;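 note: 100% uses oxytocin at 75 nM as the full agonist control; some results filed as inactive read as strong as hits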
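Material: CHO-OTR cells, human receptor; compound dosing: single dose, 3.0 µM nominal final compound concentration; schedule: 6 min compound pre-incubation at room temperature, 100 s kinetic read; measured by: kinetic Fluo-8 calcium fluorescence; read-out basis: % activation vs EC15 and EC100 oxytocin; controls: EC15 oxytocin alone as 0%, 75 nM oxytocin as 100%; replicates: singlicate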
TAAR1 antagonist: human TAAR1 antagonists, primary screen, Fluo-8 calcium fluorescence, CHO RD-HGA16 cells; Trace amine-associated receptor 1 (Homo sapiens), Q96RJ0; inhibition, % at 3 µM; AID 624466, 2012; antagonist; actives 1.5% (n = 360,000);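 active = inhibition above a per-plate cutoff, the mean inhibition of test compounds on that plate plus 3 SD, cut at about 49% in these data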;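 note: 0% = DMSO plus EC80 beta-PEA response and 100% = DMSO alone without agonist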
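Material: CHO RD-HGA16 cells bearing hTAAR1; compound dosing: one-point dosing, 3 µM nominal final; schedule: dye loading 75 min at 37 °C, then 30 min room temperature; measured by: calcium fluorescence with Fluo-8; control set: vehicle and agonist controls; replication: n of 1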
CHRM1 antagonist: human M1 muscarinic receptor antagonists, primary screen, CHO-K1 cells, Fluo-8 calcium fluorescence, 1536-well; Muscarinic acetylcholine receptor M1 (Homo sapiens), P11229; CHO-K1 hM1, ACh EC80 antagonist; inhibition, % at 3 µM; actives 1.3% (n = 360,000); AID 588852, 2011;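 active = percent inhibition above its own plate's cutoff, namely the mean of that plate's compound wells plus 3 SD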;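 note: peak over basal fluorescence ratio during 140 s after agonist addition; 0% = ACh EC80 plus DMSO and 100% = DMSO alone without agonist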
Target sequence (P11229 whole entry, looked up): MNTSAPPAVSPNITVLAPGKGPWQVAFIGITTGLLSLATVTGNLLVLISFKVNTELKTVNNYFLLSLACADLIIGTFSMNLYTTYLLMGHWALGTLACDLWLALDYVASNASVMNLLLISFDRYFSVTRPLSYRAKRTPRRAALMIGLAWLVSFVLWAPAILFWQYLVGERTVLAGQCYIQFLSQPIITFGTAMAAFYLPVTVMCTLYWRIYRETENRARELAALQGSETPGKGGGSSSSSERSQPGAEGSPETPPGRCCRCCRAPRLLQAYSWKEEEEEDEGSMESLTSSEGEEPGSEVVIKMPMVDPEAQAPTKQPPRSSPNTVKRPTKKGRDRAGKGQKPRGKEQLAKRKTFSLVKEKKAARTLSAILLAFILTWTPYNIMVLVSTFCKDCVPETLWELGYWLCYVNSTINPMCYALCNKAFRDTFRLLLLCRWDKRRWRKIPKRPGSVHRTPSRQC
M1 ag parental: counter-screen for M1 agonists: effect in parental CHO-K1 cells; Fluo-8 calcium fluorescence; scaled to maximal ATP response, vehicle zero; activation, % at 3 µM; actives 0.48% (n = 360,000); AID 602248, 2012; in the data active = activation above about 15%;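 note: untransfected CHO-K1 host cells lacking M1 receptor as counterscreen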
M1 ag: human M1 muscarinic receptor agonists, primary screen, Fluo-8 calcium fluorescence, CHO-K1 cells, HTS. activation, % at 3 µM. AID 588814, 2011. actives 0.33% (n = 360,000). CHO-K1 hM1, agonist mode; 0% DMSO, 100% acetylcholine EC100. Muscarinic acetylcholine receptor M1 (Homo sapiens), P11229;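 active = activation above the run's mean compound activation plus 3 SD, cut at about 16% in these data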;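 note: peak over basal fluorescence ratio within a 140 s kinetic read after compound addition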
* = called active by the depositor; x = no result given.

Sequence of screens: CHO-K1 Ca antag	M1 PAM parental	TAAR1 agonist	CHO parental Ca	OXTR potentiate	TAAR1 antagonist	CHRM1 antagonist	M1 ag parental	M1 ag
#1 C=CCn1c(=NC(=O)C2CCCCC2)sc2cc(NC(C)=O)ccc21
  -1	23	1	-15	-1	-9	7	0.5	-2
#2 COc1ccccc1NS(=O)(=O)c1cccc(C(=O)N/N=C(\C)c2ccc(-n3ccnc3)cc2)c1
  -7	16	6	-21	-8	14	-8	2.5	-2
#3 C[C@@H]1CCCCO[C@@H](CN(C)C(=O)CCCN(C)C)[C@@H](C)CN([C@H](C)CO)C(=O)c2cc(N(C)C)ccc2O1
  16	-7	5	x	x	-4	22	0.2	-9
#4 CCS(=O)(=O)c1nc(S(=O)(=O)c2ccc(C)cc2)c(N2CCC(C)CC2)s1
  -6	7	-3	-10	-11	16	5	0.4	-4
#5 O=C(Nc1ccccc1Cl)Nc1ccnn1C1CCN(C(=O)c2cscn2)CC1
  6	-7	3	0	-11	-16	-15	0.1	0
#6 CC1=NN(c2nc(-c3ccc(C#N)cc3)cs2)C(=O)C1
  x	x	3	-12	-8	-5	x	x	x
#7 CCOc1ccc(NC(=O)COc2ccc(C(=O)N3CCC(C(N)=O)CC3)cc2OC)cc1
  -8	1	0	0	-4	-6	-14	0.8	-1
#8 Cc1cccc2sc(NNC(=O)c3ccc(S(=O)(=O)N4CCc5ccccc5C4)cc3)nc12
  -4	7	4	-15	-3	10	-4	2.2	-2
#9 CCC(=O)c1ccc(O)c(CC=C(C)C)c1
  -11	17	9	-17	-12	3	-12	-0.1	-7
#10 COc1ccc(OCCCC(=O)OCC(=O)N2CCN(S(=O)(=O)c3ccc(C)cc3C)CC2)cc1
  2	5	5	x	x	14	9	10	11
#11 Cc1ccc2[nH]c(C(=O)N3CCN(C(c4ccccc4)c4ccccc4)CC3)cc2c1
  -17	16	-1	-4	-17	-4	-4	0.2	-8
#12 CCC1CCc2c(n(C)c3ccccc3c2=O)O1 (stereo not given)
  8	5	1	-3	0	2	4	0.1	-9
#13 COc1cc(NC(=O)c2cnc(NCc3ccccc3)nc2C)cc(OC)c1OC
  -4	3	3	-1	-13	-17	8	4.0	1
#14 Cc1ccc(NS(=O)(=O)c2ccc(C(=O)OCC(=O)N3CCCCC3)cc2)cc1
  -11	-12	41*	-5	-10	41	8	9.9	11
#15 O=[N+]([O-])c1cccc2c1ccc1ncccc12
  -8	-1	1	1	-7	-10	-2	0.3	-8
#16 CC(C)C(O)(C(=O)NNc1ccccc1)C(C)C
  -9	17	1	-23	-8	-3	-16	0.8	2
#17 CCCCOc1ccc(C(=O)NCC(=O)OC2CCOC2=O)cc1 (stereo not given)
  -2	9	-2	6	-8	9	-16	0.3	-3
#18 O=C(CC1C(=O)NCCN1Cc1ccc(Cl)c(F)c1)NCC1CCOCC1 (stereo not given)
  -10	11	2	-9	0	-12	-16	0.6	-2
#19 COc1ccc2c([N+](=O)[O-])c(N3CCOCC3)[nH]c2c1
  -5	6	2	x	x	-14	-6	0.0	-2
#20 COc1ccccc1CN1CCCC(N2CCN(c3ccc(F)cc3)CC2)C1 (stereo not given)
  -3	2	2	-15	-11	-12	18	0.5	-9
#21 COc1cc(/C=C2/C(=O)CNC2=O)ccc1O
  23	-13	2	-3	-1	-2	12	-0.3	-4
#22 NC(=O)c1cc(Sc2ccccc2)nc2ccccc12
  7	1	0	x	x	-24	2	0.6	5
#23 COc1ccc(Nc2nccc3c2nnn3C)cc1
  -8	18	0	-8	-6	-1	-20	0.4	-3
#24 O=C(CCCn1c(=O)[nH]c2cc(Cl)ccc2c1=O)NCC1CCCO1 (stereo not given)
  -6	16	2	-9	-1	-14	-9	0.6	-3
#25 Cc1ccc(NS(=O)(=O)c2cc(C(=O)N3CCCC3)ccc2C)cc1C
  -1	21	3	-30	-2	18	-10	1.9	-6
#26 COc1ccc(OC)c(CC(=O)NC(c2ccccc2)c2ccccc2)c1
  -19	18	-1	-19	-6	-26	-5	-1.4	2
#27 CCOC(=O)c1sc(N)c(C#N)c1CSc1nc2ccc(OCC)cc2[nH]1
  -9	7	-2	-18	-7	-24	-14	0.5	-5
#28 CCCCCCCC(=O)NC(Nc1ccc(S(N)(=O)=O)cc1)C(Cl)(Cl)Cl (stereo not given)
  -16	3	7	-25	-13	-8	-1	0.1	-3
#29 NC(=O)c1cccc(N=Cc2cc(Cl)cc(Cl)c2O)c1
  -6	11	11	x	x	10	2	0.0	-2
#30 CCn1nnc(C(=O)O)c1C(=O)O
  -13	6	20	-3	-3	13	-11	-0.5	-1

Brought forward from above: 2 compounds; new compounds follow.
Sequence of screens: CHO-K1 Ca antag	M1 PAM parental	TAAR1 agonist	CHO parental Ca	OXTR potentiate	TAAR1 antagonist	CHRM1 antagonist	M1 ag parental	M1 ag
#29 NC(=O)c1cccc(N=Cc2cc(Cl)cc(Cl)c2O)c1
  -6	11	11	x	x	10	2	0.0	-2
#30 CCn1nnc(C(=O)O)c1C(=O)O
  -13	6	20	-3	-3	13	-11	-0.5	-1
#31 O=C(c1cc2c(=O)oc3ccccc3c2s1)N1CCOCC1
  -9	0	11	-10	-5	6	8	0.7	-4
#32 O=C(COC(=O)c1ccc(=O)n(Cc2ccccc2)n1)Nc1ccc2c(c1)OCCO2
  -2	13	5	-11	-4	10	-7	0.8	-4
#33 CCOC(=O)c1ccccc1CN1C(=O)c2ccccc2S1(=O)=O
  -12	16	0	-9	-3	-40	-11	0.7	-8
#34 CCn1c(SCC(=O)NC2CC2)nnc1-c1cccs1
  3	9	0	-14	-1	9	-2	-0.2	-4
#35 CCOC(=O)Cc1csc(NC(NC(=O)CC)(C(F)(F)F)C(F)(F)F)n1
  -8	6	17	-7	-11	-5	-24	-0.1	-2
#36 Cc1ccc(CNC(=O)CN2c3cccc4cccc(c34)S2(=O)=O)cc1
  -11	11	2	-22	-3	8	-2	0.4	-5
#37 O=C(CNC1CCCCC1)Nc1ccc(S(=O)(=O)N2CCCCC2)cc1
  -7	-7	9	-7	-6	4	-11	1.9	-11
#38 CSc1nc2cc(F)c(F)cc2n1C
  -9	15	3	-19	-2	9	-6	0.5	-5
#39 COC(=O)CN(n1cnnc1)S(=O)(=O)c1ccccc1
  3	2	4	-6	3	-2	-8	0.0	-4
#40 Cc1ccc2cc3c(N)c4c(C)ccc(C)c4nc3nc2c1
  -15	23	1	x	x	16	-6	1.3	-6
#41 CCc1ccc(C(=O)CCC(=O)Nc2ccc(OC)c(S(=O)(=O)N3CCCCC3)c2)cc1
  -24	7	-2	-6	-11	6	-10	2.4	-5
#42 CCCCCOc1ccc(C(=O)OCC(=O)Nc2cc(C)on2)cc1
  1	1	0	x	x	-22	-11	1.3	-1
#43 C/C(=N/NC(=O)CNC(=O)c1ccccn1)c1ccc([N+](=O)[O-])cc1
  -3	15	0	-18	-4	0	0	1.6	-6
#44 O=C(Cn1nc(-c2ccco2)ccc1=O)Nc1ccc(Br)cc1
  -11	0	0	0	-12	10	-15	1.8	1
#45 COCCCn1c(=NC(=O)c2ccccc2)c(C#N)cc2c(=O)n3cccc(C)c3nc21
  -6	9	2	10	-7	-37	-3	0.0	1
#46 Cc1ccc(NC(=S)NC2CCCC2)cc1C
  2	12	0	-14	-8	-25	4	6.1	-8
#47 CCOCCc1nnc(NC(=O)CS(=O)(=O)Cc2ccccc2)s1
  -21	5	8	8	-10	-3	-3	1.6	-1
#48 C=CCSc1nnc(CNC(=O)c2ccc(Cl)cc2)n1CC
  -12	17	7	-17	-10	18	-5	0.0	-6
#49 COc1ccc([C@H]2N[C@]3(CCCN(CC4CCCCC4)C3=O)[C@H]3C(=O)N(Cc4ccccc4)C(=O)[C@@H]23)cc1
  -8	17	1	x	x	0	-2	0.5	-9
#50 O=c1cc(CO)oc(CN2CCN(c3ccccc3)CC2)c1O
  -5	1	7	1	-11	-15	-14	0.2	-3
#51 c1ccc(Nc2ncnc3sccc23)cc1
  -20	25	-2	6	-2	11	-10	2.7	-5
#52 CCN(CC)c1ncnc2sc(C(=O)N3CCN(c4ccc(OC)cc4)CC3)c(C)c12
  -5	18	x	-7	-2	x	-7	0.2	-6
#53 CC(C)(C)c1ccc(CC(=O)N2CCC2(C)C(=O)N2CCCCC2)cc1 (stereo not given)
  -11	7	14	x	x	1	-2	1.8	7
#54 O=C(/C(N=Nc1cccc(C(F)(F)F)c1)=C(/O)c1cccs1)C(F)(F)F
  2	21	2	-16	-7	13	-7	16*	1
#55 CCOC(=O)N1CCN(c2c(N3CCN(c4ccccc4F)CC3)c(=O)c2=O)CC1
  -8	11	6	-5	0	-12	-3	0.1	-4

Random draw from the library; overall some 4.2% were active at least once.
